Screens deposited in PubChem by several laboratories.
S1P2 ag: S1P2 receptor agonists, primary screen, cell-based; Sphingosine 1-phosphate receptor 2 (Homo sapiens), O95136; S1P2-expressing cell line, agonist reporter read-out; activation, % at 4.5 µM; 97,000 tested, 0.46% active; AID 729, 2007; in the data active = activation above about 16%;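 also: 0% = vehicle low control and 100% = maximal reference agonist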
Target sequence (O95136 whole entry, looked up): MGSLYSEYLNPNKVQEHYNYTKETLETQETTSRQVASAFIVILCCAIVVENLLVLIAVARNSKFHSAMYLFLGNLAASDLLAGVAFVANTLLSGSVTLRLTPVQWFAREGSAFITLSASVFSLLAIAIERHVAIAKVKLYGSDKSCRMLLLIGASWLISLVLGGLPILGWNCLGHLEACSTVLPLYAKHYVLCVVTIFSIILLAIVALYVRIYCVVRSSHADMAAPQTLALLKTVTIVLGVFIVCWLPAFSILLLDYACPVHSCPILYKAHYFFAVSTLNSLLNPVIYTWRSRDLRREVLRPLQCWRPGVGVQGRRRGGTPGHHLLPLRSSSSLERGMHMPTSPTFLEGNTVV
PostGolgi ctrl: growth inhibition of yeast control strain, primary screen, counter-screen for post-Golgi transport modulator project. efflux-deficient yeast background strain, growth absorbance A615, 16 h. inhibition, % at 10 µM. 98,000 tested, 5% active. AID 738, 2007
H69AR growth 86K: proliferation blockers of H69AR lung cancer cells, primary screen, cell-based, human, 86K library; H69AR lung tumor viability, ATP luminescence, 72 h; stronger effect = lower value; 85,000 tested, 6% active; viability, % at 10 µM;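 active = viability at or below 40%; inactive = viability above 40%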;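 also: multidrug resistant small cell line overexpressing MRP-1 efflux transporter; 100% = mean luminescence of untreated control wells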
S1P2 blocker: human S1P2 receptor antagonists, primary screen, cell-based; 97,000 tested, 0.21% active; inhibition, % at 5 µM; AID 736, 2007; Sphingosine 1-phosphate receptor 2 (Homo sapiens), O95136; cell-based S1P2 antagonist assay, inhibition at 5 uM; in the data active = inhibition above about 45%;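 also: CRE beta-lactamase reporter cells expressing human S1P2 stimulated with S1P; 0% = agonist at EC80 alone and 100% = agonist plus reference antagonist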
DAT uptake mod: changed hDAT dopamine uptake under cocaine IC80, either direction, primary screen, cocaine antagonist project, cell-based, LLC-PK1 hDAT, [14C]-dopamine uptake, MLSMR; LLC-PK1 hDAT cells, [14C]-dopamine uptake with cocaine IC80; actives deviate in either direction; Sodium-dependent dopamine transporter (Homo sapiens), Q01959; 110,000 tested, 1.3% active; AID 449768, 2010; B-score at 10 µM;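 active = Z score or B-score, a plate-position-corrected score, falls beyond the plate's 99.7% confidence bounds, in either direction; inactive = both scores lie inside the 99.7% bounds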;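 also: scored against the spread of the other compound wells on the same plate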
Target sequence (Q01959 whole entry, looked up): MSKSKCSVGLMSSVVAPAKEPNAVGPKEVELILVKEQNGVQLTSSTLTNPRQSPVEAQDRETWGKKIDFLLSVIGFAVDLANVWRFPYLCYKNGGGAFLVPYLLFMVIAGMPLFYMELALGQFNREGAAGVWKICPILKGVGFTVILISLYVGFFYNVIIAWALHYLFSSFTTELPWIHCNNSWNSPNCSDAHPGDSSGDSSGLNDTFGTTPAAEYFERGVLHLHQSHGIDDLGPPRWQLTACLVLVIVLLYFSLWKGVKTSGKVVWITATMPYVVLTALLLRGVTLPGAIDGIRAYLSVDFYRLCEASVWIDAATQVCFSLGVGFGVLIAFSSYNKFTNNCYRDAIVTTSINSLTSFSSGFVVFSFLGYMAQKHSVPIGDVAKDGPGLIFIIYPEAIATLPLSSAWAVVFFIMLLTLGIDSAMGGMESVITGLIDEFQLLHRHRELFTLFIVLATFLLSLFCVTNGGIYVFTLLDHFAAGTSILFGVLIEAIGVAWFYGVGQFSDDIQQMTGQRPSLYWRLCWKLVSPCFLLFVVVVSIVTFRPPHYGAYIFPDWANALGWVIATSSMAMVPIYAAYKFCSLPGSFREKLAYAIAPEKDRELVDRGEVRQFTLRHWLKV
E coli WT exp: growth inhibitors of wild-type E. coli, primary screen, strain BW25113, expanded library, OD600; AID 710, 2007; growth inhibition, % at 100 µM; OD600 absorbance; 98,000 tested, 0.15% active;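 active = growth inhibition above about 50% at one test dose, limit read from the data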;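 also: growth measured after 20 h incubation at 37 °C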
HUVEC prolif 384: inhibitors of HUVEC proliferation, primary screen, cell-based, 384-well | CellTiter-Glo luminescence, 72 h; stronger effect = lower value | viability, % at 10 µM (by protocol) | 86,000 tested, 1.1% active | AID 648, 2007;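 active = viability at or below 30%; inactive = viability above 30%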;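 also: 100% = median luminescence of DMSO-only cell control wells on each plate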
PostGolgi yeast: phenotypic screen on post-Golgi transport, primary screen | 98,000 tested, 0.9% active | post-Golgi transport phenotypic cell assay | inhibition, % at 10 µM | AID 739, 2007;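 also: yeast cells grown in 1536-well plates; yeast grown about 18 h at 30C before absorbance read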
Lung fibro prol: antiproliferative effect on LL 47 fibroblasts – human, LL 47 cells, CellTiter-Glo luminescence, primary screen; LL 47 human lung fibroblast viability, ATP luminescence; stronger effect = lower value; viability, % at 10 µM; 85,000 tested, 1.1% active; AID 719, 2007;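 active = viability at or below 50% in the single dose screen; inactive = viability above 50%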;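 also: compound exposure lasted 72 h before the ATP readout; 100% = median luminescence of untreated cell-only wells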
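Test system: LL 47 human lung fibroblasts / Incubation: 72 h compound exposure at 37 °C after overnight plating / Technique: luminescent ATP detection, CellTiter-Glo / Compound dosing: 0.1% DMSO in all compound wells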
* hit, by the source's call; / = not tested or not shown. Rule as the data show it, unless noted: active = inhibition above about 30%; inactive = the rest.

SMILES	S1P2 ag	PostGolgi ctrl	H69AR growth 86K	S1P2 blocker	DAT uptake mod	E coli WT exp	HUVEC prolif 384	PostGolgi yeast	Lung fibro prol
COc1ccc(/C=C/C(=O)Nc2ccccc2C(=O)N2CCCC2)cc1	-4	0	/	-12	1.2	4	/	0	/
CC(=O)NC1C(OCCOc2ccc(Cl)cc2Cl)OC(COC(C)=O)C(OC(C)=O)C1OC(C)=O (configuration not stated)	-1	21	/	-8	/	0	/	-4	/
COc1ccc(OC)c(NC(=O)Cc2coc3ccc4ccccc4c23)c1	-10	35*	81	-15	-0.55	-6	102	-1	99
Cc1ccc(N2C(=O)c3n[nH]c(C)c3C2c2ccccn2)cc1 (configuration not stated)	-3	13	82	3	/	-3	94	1	99
COc1cccc(N(C(=O)c2ccco2)C(C(=O)NC2CCCC2)c2cccnc2)c1 (configuration not stated)	-4	9	101	2	0.68	0	95	4	98
CCC(C)(C)n1nnnc1C(c1cccs1)N1CCc2ccccc21 (configuration not stated)	-7	23	94	6	0.18	-9	109	-4	89
CC(C)[C@H](NC(=O)NCc1ccc(Cl)cc1)C(=O)O	-4	6	77	-2	0.43	-5	97	6	99
O=C(CNC(=O)c1cccs1)NCC(=O)OCc1ccc(Cl)cc1Cl	-9	13	/	3	0.62	-4	/	-5	/
CCOC(=O)N1CCN(CC(=O)Nc2cccc(Br)c2)CC1	-2	7	89	-2	0.71	3	102	-2	103
Cc1cc(N(C)C)c(C#N)c(NCc2ccccc2)n1	-5	5	87	0	-0.12	-1	101	7	85
CC(Nc1ccccc1)c1cc(Cl)ccc1O (configuration not stated)	2	/	79	-15	-0.21	/	94	/	100
CCC(=O)Nc1cc(C(F)(F)F)ccc1N1CCOCC1	-1	0	84	2	-0.21	7	102	7	93
O=C(NCCCN1CCCC1=O)c1ccc(Cl)c(NS(=O)(=O)c2ccc(F)cc2)c1	-4	7	93	0	-0.39	2	91	22	100
CCN1CCc2c(C#N)c(N3CCOCC3)nc(NCc3ccccc3)c2C1	-8	36*	74	-7	-0.081	6	85	5	94
Cn1c(SCC(=O)NC2CCCCC2)nnc1-c1cccc(N)c1	2	/	89	-13	0.1	/	90	/	105
O=C(NC1CCCC1)C1CCN(S(=O)(=O)N2CCCCC2)CC1	-3	17	88	-13	/	3	92	-3	99
Nc1ccc(-c2nc3c(Cl)c(N)ccc3[nH]2)cc1	-3	33*	21*	-1	-0.081	3	85	6	98
COc1cccc(NC(=O)Cc2cn(C)c3ccccc23)c1	-1	-3	88	-1	1.1	12	88	-7	94
COc1ccc(-c2noc(CSc3nc(N)c(-c4ccccc4)c(=O)[nH]3)n2)cc1	-6	10	93	2	1.5	-11	84	7	96
Cc1c(Br)cc(C(=O)N2CCCCCC2)c(C)c1C	1	39*	86	-11	/	-3	89	2	95
Cc1ccccc1NC1=NC(C)(C)N=C(N)N1	-9	6	99	15	0.076	0	100	4	97
CC1(C)CC(=O)C(C=Nc2ccc(O)cc2)=C(O)C1	-11	-3	54	10	0.031	4	94	-3	88
O=C(NC1CCCCCC1)c1c(F)c(F)c(F)c(F)c1F	/	14	96	/	-1.6	-2	95	3	92
Cc1cccc(C)c1NC(=O)C(NC(=O)c1ccccn1)c1ccc([N+](=O)[O-])cc1 (configuration not stated)	-11	4	/	-2	0.25	-6	/	24	/
CCOC(=O)c1ccc(N/C(=N\S(=O)(=O)c2ccccc2C)c2ccccc2)cc1	-6	22	/	12	0.18	-15	/	0	/
Cc1ccc(S(=O)(=O)N(c2cccc(C)c2)C2CCS(=O)(=O)C2)cc1 (configuration not stated)	-4	3	85	-16	-0.46	-6	92	11	103
CC(=O)Nc1ccc(S(=O)(=O)N2CCOCC2)cc1	-6	/	95	22	-0.89	/	103	/	113
CC(=O)OC1CC(C)(C)N(OC(=O)CCCN2C(=O)c3ccccc3C2=O)C(C)(C)C1	/	8	101	/	-0.47	3	98	3	112
Cn1ncc2c(N3CCOCC3)ncnc21	-4	9	93	18	0.62	-1	105	-8	99
CCc1nc(SCC(=O)N2CCN(c3ccccc3)CC2)c2c(=O)n(C)c(=O)n(C)c2n1	/	/	85	/	-0.67	/	100	/	93
O=C(C1=C(O)C(=O)N(CCOCCO)C1c1cccs1)c1cccs1 (configuration not stated)	-8	9	91	-6	-1.1	6	94	4	100
C=CCn1c(O)c(N=NC(=O)c2ccc3c(c2)OCO3)c2ccccc21	-4	8	/	13	0.0021	-12	/	8	/
COc1ccc(Cc2c(O)nc(SC)n(C(C)=O)c2=O)cc1	-7	10	97	14	0.33	-5	106	-7	99
CC(C)(C)c1ccc(OCCn2ccccc2=O)cc1	0	8	91	-3	1.2	4	104	-4	93
CCN1C(=O)/C(=C\N(C)C)c2ccccc21	-4	/	86	18	0.0039	/	90	/	92
CCCC(=O)Nc1nc2ccc(NC(=O)c3ccc(Br)o3)cc2s1	1	41*	90	-6	-0.24	-14	59	-4	91
CCOC(=O)c1cc(C)n(CCCN2CCOCC2)c1C	2	-7	80	-23	-0.25	9	97	23	116
O=C(c1ccccc1)c1cccn1CC(=O)N1CCN(C2CCCCC2)CC1	-4	23	92	14	-0.23	5	107	4	93
COc1ccc(C2c3c(ncn(CCN4CCOCC4)c3=N)Oc3ccc4ccccc4c32)cc1 (configuration not stated)	-1	16	1.3*	-15	3.4*	15	29*	-4	71
CCC(C(=O)OCC(=O)Nc1c(C)n(C)n(-c2ccccc2)c1=O)c1ccccc1 (configuration not stated)	-2	29	106	-2	0.41	-7	96	-2	103
Clc1ccc(CN2CCC(c3nc4ccc(Cl)cc4[nH]3)CC2)cc1	-6	5	/	36	/	46	/	10	/
O=C(NCc1ccccc1)NC1CC2CCC(C1)N2Cc1ccco1 (configuration not stated)	-4	2	98	15	-0.023	2	102	-16	103
COC(=O)c1cc(COc2ccc3c4c(c(=O)oc3c2)CCCC4)c(C)o1	/	5	84	/	/	-1	92	-6	110
O=C(Nc1nnc(SCc2c(Cl)cccc2Cl)s1)C1CCCO1 (configuration not stated)	-4	5	75	5	-0.24	-1	103	-6	97
CC1Cc2cc(/C(O)=C3/C(=O)C(=O)N(CCCn4ccnc4)C3c3ccncc3)ccc2O1 (configuration not stated)	-7	11	96	-4	0.038	-4	90	-4	94
C/C(=N/NC(=O)c1cccs1)c1cccc(NC(=O)C2CC2)c1	-7	-1	/	1	-0.58	-1	/	-18	/
COc1ccccc1NC(=O)Cn1nnc(C(=O)Nc2ccccc2)c1N	-6	6	76	-3	-0.9	-3	92	0	92
CCCCN1CC(O)=C(c2nc3ccccc3[nH]2)C1=N	-2	30*	71	-1	/	2	97	4	106
O=C(CN1CCCCCC1)NCCc1ccc(F)cc1	-8	28	100	13	-0.057	11	104	8	104
COc1ccc(NCc2n[nH]nc2-c2ccccc2)cc1Cl	-4	25	86	-6	0	13	103	-1	99
O=CN(CCN(C=O)CN1CCCCC1)CN1CCCCC1	/	1	90	/	-0.14	-1	88	23	/
CCOc1cc(/C=N/NC(=O)Cc2ccc(C(F)(F)F)cc2[N+](=O)[O-])c(Br)cc1OC	-3	-1	/	3	-2.1	-10	/	-7	/
Cc1cc(C(=O)COc2cccc(-n3cnnn3)c2)c(C)n1-c1ccccc1	0	19	80	9	0.93	-12	85	-3	80
c1ccc(C2=Nc3ccccc3SC2c2nc3ccccc3[nH]2)cc1 (configuration not stated)	-10	3	73	26	-0.53	3	84	0	105
O=C(OCC(=O)N1CCc2ccccc21)c1ccc(Cl)nc1	-8	17	92	7	-0.079	27	96	11	95
CC12CC3CC(C)(C1)CC(CN1CCOCC1)(C3)C2	-4	-2	95	12	-0.3	-3	102	3	95
COc1cc(C2c3c(oc4ccccc4c3=O)C(=O)N2Cc2ccncc2)ccc1O (configuration not stated)	-6	5	78	-25	-0.00025	0	103	-3	95
O=[N+]([O-])c1ccc(Oc2cccc(Br)c2)c2ccncc12	-3	79*	18*	-37	-0.27	-6	77	8	84
COc1ccc(/C=N/NC(=O)c2ccn[nH]2)cc1COc1ccc(Cl)cc1Cl	-5	62*	/	14	1.3	-2	/	0	/
CCCOC(=O)CSc1nnc(-c2ccc(Cl)cc2Cl)o1	-6	16	88	-4	-0.078	4	93	8	94

The final 4 compounds of the part above come first, to join the parts:
SMILES	S1P2 ag	PostGolgi ctrl	H69AR growth 86K	S1P2 blocker	DAT uptake mod	E coli WT exp	HUVEC prolif 384	PostGolgi yeast	Lung fibro prol
COc1cc(C2c3c(oc4ccccc4c3=O)C(=O)N2Cc2ccncc2)ccc1O (configuration not stated)	-6	5	78	-25	-0.00025	0	103	-3	95
O=[N+]([O-])c1ccc(Oc2cccc(Br)c2)c2ccncc12	-3	79*	18*	-37	-0.27	-6	77	8	84
COc1ccc(/C=N/NC(=O)c2ccn[nH]2)cc1COc1ccc(Cl)cc1Cl	-5	62*	/	14	1.3	-2	/	0	/
CCCOC(=O)CSc1nnc(-c2ccc(Cl)cc2Cl)o1	-6	16	88	-4	-0.078	4	93	8	94
Cc1ccc(C)c(N=Nc2nc3ccccc3n2C)c1	-7	17	/	6	-1.4	10	/	6	/
CCCCNC(=O)C(=O)NC(C)CCc1ccccc1 (configuration not stated)	-7	3	/	17	/	-3	/	-5	/
Cc1cc(C(=O)N2CCN(c3ncccn3)CC2)c2cc(F)ccc2n1	-5	0	66	5	1.5	6	97	-4	100
O=C(O)c1ccc(Sc2nnnn2-c2ccccc2)c([N+](=O)[O-])c1	-8	18	/	-6	-0.048	-1	/	-4	/
CC1=C(C(=O)NC(C)C)C2(CCC(C)CC2)OC1=O (configuration not stated)	-1	6	/	10	-0.37	1	/	1	/
CCN1CCN(Cc2ccc(NC(=O)CC3Oc4ccc(C)cc4NC3=O)cc2)CC1 (configuration not stated)	-6	-2	85	16	0.21	-1	99	-5	89
Cc1nn(Cc2ccc(Cl)c(Cl)c2)c(C)c1NC(=O)c1sc2ccccc2c1Cl	-5	16	/	-2	0.55	2	/	-7	/
CCOC(=O)c1cc2cc(OC)ccc2nc1C	-7	/	80	-17	0.41	/	91	/	94
CCOC(=O)c1ccc2c(c1)N(CC)/C(=C\C=C1/SC(=S)N(CC)C1=O)N2CC	-1	/	42	-10	/	/	65	/	75
O=C(O)C=C1CCN(c2ncc(C(F)(F)F)cc2Cl)CC1	-2	7	/	16	0.012	2	/	-2	/
O=C(Nc1cccc(Cl)c1)Nc1cccc(Cl)c1	3	/	85	-26	-0.18	/	82	/	95
CCOc1ccc(S(=O)(=O)NCCC(=O)NC2=NCCS2)cc1	-6	3	95	5	0.32	-2	102	4	99
O=C(O)Cn1cc(C(=O)c2cccs2)c2ccccc21	-2	7	84	-1	-0.59	2	107	-3	99
NC(=O)C1CCN(C(=S)c2cccs2)CC1	-1	7	94	-3	-0.059	-7	106	10	95
CCCNC(=O)COc1ncnc2sc(C)c(C)c12	-10	2	/	3	-0.96	-1	/	-2	/
CCOC(=O)Cc1nnc(NC(=O)C(CC)Sc2nnc3c4ccccc4n(C)c3n2)s1 (configuration not stated)	-2	6	78	3	-0.033	1	91	-6	93
c1cncc(-c2nc3c(ccc4ccccc43)[nH]2)c1	-8	9	/	-11	-0.00038	2	/	-4	/
O=C1C2CC=CCC2C(=O)N1CC(=O)N(Cc1ccccc1)C1CCS(=O)(=O)C1 (configuration not stated)	/	2	85	/	1.6	0	97	-7	100
